EWS-Fli block = EWS/Fli transcriptional activity inhibition | A673 NR0B1-luciferase reporter, viability-normalised | inhibition, % at 12.6 µM | 0.67% of 350,000 active | AID 651661;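 active = mean inhibition of at least 50% after viability correction, with every replicate also passing that limit; inconclusive = mean reaches 50% but only one of two replicates passes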;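 note: firefly luciferase signal divided by Alamar Blue viability fluorescence both relative to DMSO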
GSIS activator = GLuc luminescence reporter in INS-1E cells, primary screen for activators of glucose-dependent secretion of insulin; INS-1E GLuc reporter insulin secretion, 2-3 h; activation, % at 16.6 µM; 0.61% of 370,000 active; AID 743287;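 active = lowest replicate activation of at least 40%, so every replicate reaches that level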;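 note: 0% = median of neutral control wells and 100% = median of IBMX positive control wells; some compounds called inactive have numbers as strong as hits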
miR122 inh = inhibitors of miR-122 in Huh7 cells; Huh7 miR-122 Renilla luciferase sensor, 48 h; neutral wells = 0, positive control = 100; activation (reporter increase), % at 12.5 µM; 0.3% of 340,000 active;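 active = mean replicate activation score at least 90 and every replicate individually at or above 90; inconclusive = only one of the two criteria met; inactive = neither criterion met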;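 note: higher luciferase means less miR-122 activity so hits act as miR-122 inhibitors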
F508del corr = correctors of CFTR F508del function in bronchial epithelial cells | CFBE cells, YFP halide quenching; stimulated with forskolin plus potentiator P3; % fluorescence drop versus neutral controls | activity (quench increase), % at 7.58 µM | 0.36% of 350,000 active;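 active = mean added fluorescence quench of at least 8% versus neutral control, with both replicates also reaching 8%; inconclusive = only one of the mean or replicate conditions met; inactive = mean below 8% and not both replicates reaching 8%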;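 note: cells transiently co-express mutant CFTR-F508del with the halide-sensitive YFP; corrector assay measuring rescue of mutant channel to the surface after 24 h compound exposure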
PAX8 inh HTS = PAX8 transcriptional activity inhibition; RMG-I TPO-luciferase reporter, SteadyGlo, 24 h; inhibition, % at 12.6 µM; 1.2% of 360,000 active;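 active = mean replicate inhibition at least 60% with every replicate also reaching 60%; inconclusive = only one of the two criteria is met; inactive = mean below 60% and not all replicates reaching 60%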;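 note: luciferase light reporting Pax8 driven TPO promoter activity; plate controls were median of neutral control wells for no effect and mitoxantrone controls for full effect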
DENV2 CPE = protects cells from dengue virus 2 cytopathic effect | DENV2-infected cells, cytopathic effect rescue, plate reader | 1.7% of 350,000 active | CPE inhibition, % at 9.99 µM; in the data active = CPE inhibition above about 20%, passing the limit was not always enough; inconclusive = no clear call, values can overlap the other calls; tested in BHK-21 cells;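 note: 0% = median of neutral control wells and 100% = median of positive control wells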
FN deposit inh = fibronectin deposition inhibition; 0.086% of 350,000 active; AH1F fibroblasts, Alexa488-fibronectin deposition fluorescence, overnight; inhibition, % at 12.6 µM;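 active = mean inhibition across replicates of 30% or more, regardless of how many single replicates reach that level; inconclusive = mean under 30% yet at least half of replicates reach 30%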;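 note: positive control wells lacked labelled fibronectin entirely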
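Material – AH1F fibroblast monolayer, labelled fibronectin deposition · Reagent – labelled fibronectin 24 nM · Timing – 1 h adhesion, overnight exposure · Measured by – fluorescence at 485 nm excitation, 525 nm emission · Read-out – inhibition of fibronectin deposition signal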
Numbers without * were called inactive; u = inconclusive; x = not tested or not shown; & = joins results of further samples; [ ] = another dose, or the depositor's remark.

no.	smiles	EWS-Fli block	GSIS activator	miR122 inh	F508del corr	PAX8 inh HTS	DENV2 CPE	FN deposit inh
1	CCOC(=O)CCc1c(C)n(CC)c2ncnn2c1=O	1	-1	-1	-5.6	-8	-7	0
2	CCOc1ccc(N(CC(=O)Nc2ccc(Br)cc2)S(C)(=O)=O)cc1	-47	-11	17	0.9	-42	-4	-3
3	COCCOCC(O)CN1CCN(c2ccc(C)cc2)CC1 (configuration not stated)	x	x	0	x	6	x	-3
4	CCC(C)(C)c1ccc(Oc2ccc(NC(=O)COC(=O)C3=COCCO3)cc2)cc1	x	x	-19	x	16	x	-2
5	CC(C)NC(=O)Nc1ccc2c(c1)C(=O)N([C@H](C)CO)C[C@H](C)[C@H](CN(C)Cc1ccc(Oc3ccccc3)cc1)O2	4	-20	-3[16.7 µM]	0.4	17	0	3
6	COC(=O)C[C@H]1CC[C@H]2[C@H](COc3ccc(NC(=O)c4cscn4)cc3C(=O)N2C)O1	0	0	-42[16.7 µM]	-3.7	10	3	-2
7	C=CCn1c(-c2csc(-c3ccc(OC)c(OC)c3)n2)n[nH]c1=S	10	83*	x	3.9	-10	-5	-3
8	O=C(NCc1ccc(F)cc1)c1cc(S(=O)(=O)N2CCCCC2)ccc1N1CCOCC1	-1	-28	-6	1.5	-2	2	9
9	CC1Oc2ccccc2N(CC(=O)N2CCCCCC2)C1=O (configuration not stated)	x	10	-5	-0.4	-7	2	0
10	CC(=O)N1CC[C@H]2[C@H](CO)Nc3ccc(-c4ccccc4)cc3[C@H]21	-2	0	1[16.7 µM]	-1.6	-2	u	-9
11	CCn1cc(S(=O)(=O)CC(=O)Nc2ccc(OC)cc2)c2ccccc21	3	24	28	-1.4	-5	u	-4
12	COc1ccc(NC(=O)N[C@@H]2C=C[C@@H](CC(=O)NC3CCCCC3)O[C@@H]2CO)cc1	2	10	x	2.9	15	-4	-12
13	CCCC(=O)Nc1ccc2c(c1)OC[C@@H](C)N(Cc1cncnc1)C[C@H](C)[C@H](OC)CN(C)C2=O	-2	-3	x	-3.2	-6	15	2
14	C=C(C)C(=O)Nc1cccc(C2=NOC3(C2)C[C@@H](C(N)=O)N(C(=O)c2cc([N+](=O)[O-])cc([N+](=O)[O-])c2C)C3)c1 (some centres not stated)	-7	-4	0	-5.3	6	u	3
15	Cc1ccccc1OCC(=O)N/N=C/c1cn(C)c2ccccc12	-12	-11	1	-0.7	24	u	0
16	CS(=O)(=O)c1ccccc1-c1nc(-c2ccc([N+](=O)[O-])cc2)no1	-6	12	x	2.6	9	x	-2
17	COC(=O)c1cc(S(=O)(=O)Nc2ccsc2C(=O)OC)oc1C	8	4	8	0.4	0	0	12
18	COc1ccc(C(=O)C2CCCN(S(=O)(=O)c3ccc(C(C)=O)cc3)C2)c(C)c1 (configuration not stated)	21	9	5	-2.0	9	0	-11
19	O=C1NC(=O)/C(=C\c2ccc(O)cc2O)S1	12	-34	x	-3.6	-22	4	-6
20	CCCCOc1nc2ccccc2nc1NS(=O)(=O)c1ccc(F)cc1	9	-19	2	-2.8	31	-2	5
21	Cn1c(SCc2cc(=O)[nH]c3ccccc23)nnc1-c1ccc(Br)cc1	x	x	0	x	3	x	-29
22	Cc1ccc(-c2cc3onc(-c4ccccc4)c3c(=O)n2C)cc1	80*	6	-2	-1.2	-72	-8	-4
23	CC1=CC2=NC(=O)/C(=C\c3cccn3CCOc3cc(C)cc(C)c3)C(=N)N2O1	-7	-28	62	-2.7	28	8	3
24	CNC(=O)c1c(O)c2cccc3c2n(c1=O)CCC3	2	1	-3	-3.8	12	0	-2
25	COc1ccc(S(=O)(=O)Nc2ccc3c(c2)C(=O)N([C@H](C)CO)C[C@@H](C)[C@@H](CN(C)C(=O)c2ccncc2)OCCCC[C@H](C)O3)cc1	5	-8	7[16.7 µM]	1.3	-10	13	x
26	O=C(NNC(=O)C1CCN(c2ncccn2)CC1)c1ccncc1	-8	-8	x	2.4	6	-3	x
27	O=C(CSc1nnc2c(Cl)cc(Cl)cn12)N1CCOCC1	4	15	2	-1.1	x	3	x
28	N#C[C@@H]1[C@@H](c2ccc(C#CC3CCCC3)cc2)[C@H](CO)N1C(=O)Cc1ccccn1	-3	5	x	-2.8	x	u	4
29	O=C(CCCn1c(=S)[nH]c2cc3c(cc2c1=O)OCO3)N1CCc2ccccc2C1	x	x	-2	x	14	x	-4
30	Cn1cc(CN2CCC(CO)(CCCc3ccccc3)CC2)c(-c2ccccc2)n1	15	-17	-6	2.0	-13	9	0

Part of the list above, with each value named:
28	N#C[C@@H]1[C@@H](c2ccc(C#CC3CCCC3)cc2)[C@H](CO)N1C(=O)Cc1ccccn1
  EWS-Fli block: -3
  GSIS activator: 5
  miR122 inh: x
  F508del corr: -2.8
  PAX8 inh HTS: x
  DENV2 CPE: u
  FN deposit inh: 4

14	C=C(C)C(=O)Nc1cccc(C2=NOC3(C2)C[C@@H](C(N)=O)N(C(=O)c2cc([N+](=O)[O-])cc([N+](=O)[O-])c2C)C3)c1 (some centres not stated)
  EWS-Fli block: -7
  GSIS activator: -4
  miR122 inh: 0
  F508del corr: -5.3
  PAX8 inh HTS: 6
  DENV2 CPE: u
  FN deposit inh: 3

(continued)
no.	smiles	EWS-Fli block	GSIS activator	miR122 inh	F508del corr	PAX8 inh HTS	DENV2 CPE	FN deposit inh
31	C[C@H]1CN([C@@H](C)CO)C(=O)c2ccccc2-c2ccccc2CO[C@H]1CN(C)C(=O)Nc1cccc(Cl)c1Cl	31	3	x	5.6	12	-5	-32
32	C[C@@H]1CN([C@H](C)CO)C(=O)CCCn2nncc2CO[C@@H]1CN(C)Cc1ccc(C(F)(F)F)cc1	0	-2	0[16.7 µM]	0.3	x	7	9
33	O=c1c2ccccc2ncn1Cc1cccc2ccccc12	-12	3	x	-1.9	13	1	7
34	CCOC(=O)c1ccccc1Cc1nc2ccccc2c(=O)[nH]1	0	-6	7	x	27	-2	3
35	CN1CCN(C(=O)c2cn(-c3ccccc3)nc2-c2cccs2)CC1	2	-11	3	-0.8	12	4	4
36	O=C(c1cccnc1)N1CC2(C1)[C@H](c1ccccc1)[C@@H](CO)N2C(=O)C1CCC1	9	-1	x	-1.9	-11	5	x
37	COc1cccc(CNC(=O)CN2C(=O)COc3ccc(S(=O)(=O)N4CCCC4)cc32)c1	-1	12	-3	0.9	2	4	3
38	C[C@@H]1CN([C@H](C)CO)C(=O)CCCn2nncc2CO[C@@H]1CN(C)S(=O)(=O)c1cccc(C#N)c1	3&0	-1	-3	-2.2&-1.0	1&-5	3&7	13&-5
39	N#Cc1ccc(C23CC4(C2)[C@H](CN(CC2CCCCC2)[C@@H]4c2ccccc2)C3c2ccccc2)cc1 (some centres not stated)	-5	4	10	-1.3	-7	-6	7
40	COc1ccc(Cn2c(=S)[nH]c3ccsc3c2=O)cc1	x	9	x	x	-19	x	1
41	CC1CCCN(C(=O)COc2ccc3c(c2)OCO3)C1 (configuration not stated)	-41	11	6	1.6	-78	u	3
42	Nc1cc(C(=O)c2ccccc2)ccc1N1CCOCC1	x	x	-4	x	-119	x	-2
43	CCN(C[C@H]1N[C@@](CC)(C(=O)OC)[C@H]2C(=O)N(C)C(=O)[C@@H]12)C(=O)Nc1ccc(C(F)(F)F)cc1	6	x	1	0.4	16	0	5
44	NC(=S)N=Nc1ccc(NN=C(N)N)cc1	-6	1	-10	-4.0	1	1	2
45	O=C1CCC/C1=C\c1ccccc1	-5	-2	x	-0.4	-3	8	-6
46	O=C(Nc1ccc(N2CCN(C(=O)c3cccs3)CC2)cc1)c1ccc([N+](=O)[O-])o1	x	9	16	-2.6	98*	-1	x
47	Cc1cc2c(C)cc(=O)[nH]c2cc1NC(=O)CCl	-4	-2	4	-0.6	-16	6	-6
48	COC(=O)C[C@H]1C[C@H]2c3cc(NC(=O)c4cccnc4)ccc3O[C@H]2[C@@H](CO)O1	1	4	-7[16.7 µM]	0.1	6	11	-20
49	Cc1cnc(C(=O)OC(C)C(=O)c2c(C)[nH]c3ccccc23)cn1 (configuration not stated)	-1	-3	-2	2.6	-1	-1	8
50	C/C=C/c1ccc([C@H]2[C@H](CO)N(C(C)=O)[C@H]2CN(C)C(=O)CN(C)C)cc1	-10	-2	0[16.7 µM]	2.2	4	u	-7
51	C[C@@H]1CN([C@@H](C)CO)C(=O)c2cc(N(C)C)ccc2O[C@@H](C)CCCCO[C@H]1CN(C)Cc1ccc(C(F)(F)F)cc1	12	-24	-13[16.7 µM]	-2.2	21	1	x
52	CC(C)(C)NC(=O)c1cccc2c1OC(C)(C)C2	x	5	0	x	-17	x	12
53	CC(C)NC(=O)Nc1cccc2c1O[C@@H](CN(C)C(=O)Nc1ccc(F)cc1)[C@H](C)CN([C@H](C)CO)C2=O	-2	15	-7[16.7 µM]	1.1	0	3	x
54	CO[C@@H]1CN(C)C(=O)c2cc(NC(=O)C3CCCC3)ccc2OC[C@H](C)N(C(=O)CC2CC2)C[C@H]1C	-18	-4	2[16.7 µM]	-1.6	x	-5	x
55	CC1CCCCC1NC(=O)Cn1c(=O)cnc2ccccc21 (configuration not stated)	-6	20	-3	-1.3	-2	19	-3
56	O=C(CN1CCCc2ccccc21)N/N=C/c1ccccc1	-7	x	x	x	-9	1	0
57	CCN(CC)C(=O)C1=C(C)N(Cc2ccc(C(C)(C)C)cc2)C(=O)C(CC(=O)NCCN2CCOCC2)C1 (configuration not stated)	-17	-2	-1	0.9	-3	6	8
58	O=C(CN(c1ccccc1)S(=O)(=O)c1ccccc1[N+](=O)[O-])Nc1ccccc1C(=O)N1CCOCC1	0	3	-8	-1.4	3	2	-1
59	O=C(NCc1ccc2c(c1)OCO2)c1ccc(CS(=O)(=O)c2ccc(Br)cc2)o1	16	-14	x	-4.8	-4	u	1
60	CC1CCCN(c2nc(-c3cccnc3)nc3scc(-c4ccccc4)c23)C1 (configuration not stated)	x	12	x	x	-23	x	-2
61	O=C(COC(=O)CNC(=O)c1ccccc1F)NCCNC(=O)COC(=O)CNC(=O)c1ccccc1F	6	12	3	0.1	4	u	-7
62	COc1ccc(C2=NN(C(=O)CN3CCCCC3)C(c3ccc(C)cc3)C2)cc1 (configuration not stated)	-2	8	5	0.2	9	-4	-29
63	Cc1ccccc1OCC(=O)NCCNC(=O)c1cccnc1	-4	-4	-4	0.3	-15	5	-21
64	CN(C(=O)C(Cl)Cl)c1ccc(OC(=O)c2ccco2)cc1	-1	x	-4	-1.2	-13	3	-3
65	Cc1ccc(OCC2Cn3c(nc4c3c(=O)[nH]c(=O)n4C)O2)cc1 (configuration not stated)	x	16	-1	x	x	x	6
66	c1ccc2c(NCC3CCCO3)nc(N3CCOCC3)nc2c1 (configuration not stated)	6	23	11	-1.8	-7	2	3
67	O=C(Nc1nc2ccccc2[nH]1)Nc1ccccc1F	-62	7	1	-0.9	-145	-8	-3
68	CCOC(=O)c1oc2ccccc2c1COC(=O)CNC(=O)c1ccco1	3	6	x	3.4	-23	4	5
69	CC(Sc1nc(C2CC2)n(-c2ccccc2)n1)C(=O)c1c(N)n(C)c(=O)n(C)c1=O (configuration not stated)	-1	15	-4	2.4	x	-9	-1
70	COc1ccc(NC(=O)Nc2ccc3c(c2)CC(=O)N([C@H](C)CO)C[C@@H](C)[C@@H](CN(C)CC2CCCCC2)O3)cc1	-5	-6	-8[16.7 µM]	0.0	0	x	x
71	CN(CC(O)Cn1c2ccccc2c2ccccc21)S(C)(=O)=O (configuration not stated)	13	-4	x	-2.7	-7	-2	-11
72	COc1ccc(OCC(O)CN2CCC(CN3C(=O)c4cccc5cccc(c45)C3=O)CC2)cc1 (configuration not stated)	13	-6	x	6.1	-8	1	-4

Records listed so far shown as hits in GSIS activator.
| cpd | Compound | GSIS activator | miR122 inh | F508del corr | DENV2 CPE |
| --- | --- | --- | --- | --- | --- |
| 7 | C=CCn1c(-c2csc(-c3ccc(OC)c(OC)c3)n2)n[nH]c1=S | 83* | x | 3.9 | -5 |

Screening data (PubChem BioAssay)
